CRFR2-BP ag – CRF-BP/CRF-R2 complex agonism | HEK293 CRF-R2/CRF-BP, calcium dye fluorescence (FLIPR); percent of saturating CRF peptide response | hit rate 0.46% among 350,000 | AID 588473 | activation, % at 13.2 µM;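 active = activation of at least 50%, plus an integration ratio under a set limit after plate pattern correction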;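 also: plate controls were neutral control wells without compound for no effect and CRF at EC100 for full effect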
p-CIP stab down – lowers stability of the mouse p/CIP coactivator protein; F442A p/CIP-EGFP cells, EGFP fluorescence, 16 h; decrease of EGFP signal, % at 10 µM; hit rate 0.01% among 290,000; AID 1984;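 active = EGFP signal decrease of at least 30% at 10 µM or well 3 SD below plate mean, unless failing retest; inactive = the rest, including hits failing retest or dose response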; also: some compounds called inactive have numbers as strong as hits; many of its hits are not listed in these tables
PHOSPHO1 inh – inhibitors of human PHOSPHO1 phosphatase | Q8TCT1 | recombinant PHOSPHO1, absorbance phosphatase assay | inhibition, % at 13.3 µM | hit rate 1.1% among 290,000 | AID 1565; in the data active = inhibition above about 60%
MEKK3 PB1 HTS – MEKK3-MEK5 PB1 interaction, increase or decrease; Q99759; bead-based flow cytometry, Alexa488-MEK5 binding to MEKK3; actives lie on both sides; 0 = blocked by unlabeled MEK5, 100 = vehicle; binding response (% of control), % at 10 µM; hit rate 1.4% among 290,000;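 active = binding response more than 3 SD above or below the average of its plate-row segment, actives on both sides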;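 also: Alexa488 bead fluorescence after subtracting the streptavidin-only scavenger bead signal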
GalR3 antag – antagonists of human GalR3. O60755. inhibition, % at 3 µM. AID 651719. HEK293 GalR3-CNG cAMP membrane potential fluorescence; galR3 body fused to GalR1 C-terminus. hit rate 0.44% among 360,000;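 active = inhibition above the screen-wide average plus 3 SD, cut at about 13% in these data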;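 also: forskolin and galanin both at EC90 stimulate the cells; cAMP rise reported by CNG channel membrane potential dye signal; 0% = forskolin plus galanin with DMSO and 100% = forskolin alone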
CRFR2-BP antag – CRF-BP/CRF-R2 complex antagonism | HEK293 CRF-R2/CRF-BP, CRF-induced calcium fluorescence | hit rate 0.59% among 350,000 | inhibition, % at 11.8 µM | AID 588475;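 active = inhibition of the ligand-induced calcium signal above about 50% at the single tested concentration, limit read from the data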
IDE inh – inhibitors of human insulin-degrading enzyme in cells; P14735; HEK cells, FAbetaB cleavage, fluorescence polarization; inhibition, % at 5.59 µM; hit rate 0.41% among 320,000;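 active = percent inhibition above the average of all tested compounds plus 3 SD, set per screening campaign, cut at about 16% in these data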;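 also: IDE supplied by intact live HEK cells; FP after avidin binding of uncleaved biotin substrate so inhibition keeps polarization high; 0% = DMSO wells and 100% = 60 µM reference IDE inhibitor Ii1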
Target sequence (P14735 whole entry, looked up): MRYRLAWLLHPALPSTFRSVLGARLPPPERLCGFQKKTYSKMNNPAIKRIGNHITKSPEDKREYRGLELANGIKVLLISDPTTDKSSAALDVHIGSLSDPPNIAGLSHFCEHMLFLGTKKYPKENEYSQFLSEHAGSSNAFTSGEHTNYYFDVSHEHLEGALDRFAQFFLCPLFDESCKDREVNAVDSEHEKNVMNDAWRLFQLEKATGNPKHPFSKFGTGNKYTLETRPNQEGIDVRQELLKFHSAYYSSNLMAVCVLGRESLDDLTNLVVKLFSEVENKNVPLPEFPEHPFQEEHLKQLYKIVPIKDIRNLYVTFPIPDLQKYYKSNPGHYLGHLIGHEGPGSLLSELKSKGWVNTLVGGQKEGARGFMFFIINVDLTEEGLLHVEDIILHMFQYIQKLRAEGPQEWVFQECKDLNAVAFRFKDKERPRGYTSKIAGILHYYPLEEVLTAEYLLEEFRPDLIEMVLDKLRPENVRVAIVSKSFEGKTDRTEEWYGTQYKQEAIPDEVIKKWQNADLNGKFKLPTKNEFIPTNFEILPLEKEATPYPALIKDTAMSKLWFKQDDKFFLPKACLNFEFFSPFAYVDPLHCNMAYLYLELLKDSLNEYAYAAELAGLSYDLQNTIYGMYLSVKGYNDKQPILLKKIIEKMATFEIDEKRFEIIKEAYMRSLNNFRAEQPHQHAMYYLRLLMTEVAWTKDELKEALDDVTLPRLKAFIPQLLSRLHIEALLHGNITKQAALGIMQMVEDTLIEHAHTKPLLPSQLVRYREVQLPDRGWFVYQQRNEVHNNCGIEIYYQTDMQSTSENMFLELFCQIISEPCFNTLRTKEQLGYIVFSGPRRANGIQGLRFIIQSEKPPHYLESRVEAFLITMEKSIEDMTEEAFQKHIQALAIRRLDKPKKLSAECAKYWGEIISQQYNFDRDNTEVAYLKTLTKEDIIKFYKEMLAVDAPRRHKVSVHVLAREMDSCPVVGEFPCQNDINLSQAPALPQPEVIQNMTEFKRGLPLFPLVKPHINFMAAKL
IDE act – IDE (human) activation, cell-based; P14735; HEK cells, FAbeta-B cleavage, fluorescence polarization; 0% vehicle, 100% cell-free pure enzyme wells; activation, % at 5.96 µM; hit rate 0.073% among 340,000; AID 493087;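 active = activation above the mean of all tested compounds plus 3 SD, set per screening campaign, cut at about 17% in these data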
CHRM4 PAM – positive allosteric modulators of human muscarinic M4 receptor; CHO-K1 hM4/Gqi5, Fluo-8 calcium fluorescence, ACh EC20; 0% = ACh EC20, 100% = maximal ACh; activation, % at 3 µM; hit rate 0.4% among 360,000;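 active = activation above its plate's cutoff, the mean activation of sample wells plus 3 SD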; also: some results filed as inactive read as strong as hits
Active calls of the source: *; · = not tested or not shown.

CRFR2-BP ag	p-CIP stab down	PHOSPHO1 inh	MEKK3 PB1 HTS	GalR3 antag	CRFR2-BP antag	IDE inh	IDE act	CHRM4 PAM	SMILES
-1.9	-1	23	97	2	17	5	4	9	O=S(=O)(Nc1ccc(N2CCOCC2)nn1)c1ccccc1
-1.2	1	24	108	-5	-6	-2	-4	-9	CC1CCN(C(=O)CSc2nnc(CN3CCOCC3)n2-c2ccccc2)CC1
-0.7	-15	13	·	-2	-4	4	9	2	O=C(Nc1nc2nc(-c3ccccc3)cc(=O)n2[nH]1)c1ccccc1
-1.7	-4	-8	105	-4	6	4	-5	29*	COCn1c(-c2ccccc2)nc2ccccc21
1.5	-10	-6	99	0	4	0	4	5	COc1ccc(-c2cc(C)no2)cc1S(=O)(=O)N1CCN(c2ccccc2F)CC1
1.2	12	-20	103	·	12	2	7	5	COCCN1C(=O)C(=O)/C(=C(/O)c2ccc(S(=O)(=O)N3CCOCC3)cc2)C1c1ccc(O)c(OC)c1 (stereo unspecified)
-0.5	-5	2	103	-10	4	·	5	7	O=C(O)COCC(=O)N1CCCN(c2ccc(C(F)(F)F)cn2)CC1
-3.1	-4	10	100	3	-1	2	7	-1	Cc1noc(C)c1S(=O)(=O)N1CCN(Cc2ccc3c(c2)OCO3)CC1
0.9	-10	36	·	-1	-3	10	-2	-6	Cn1c(SCc2nc3ccccc3s2)nnc1-c1cccs1
0.2	-6	44	98	-7	7	-5	4	6	C=CCSC1=N/C(=C\c2sccc2C)C(=O)S1
-4.1	·	·	·	-1	19	-6	4	12	O=C(O)c1ccccc1C(=O)OCc1c(-c2ccccc2)ncc2ccccc12
-1.6	4	-4	103	1	43	1	-2	-7	N#Cc1cccc(NC(=O)NCCc2c[nH]c3ccccc23)c1
-1.0	·	·	·	-7	3	-3	22*	2	C=CCN1C(=O)c2ccc(C(=O)OCC(=O)N(CC)C3CCS(=O)(=O)C3)cc2C1=O (stereo unspecified)
4.0	-7	22	96	0	-14	0	-2	2	CCCCCC(=O)NC(=S)NNC(=O)CC
0.3	11	34	96	-2	-5	1	2	4	CCOc1ccc(C(=O)NCC(=O)NCCCn2nc(C)cc2C)cc1OCC
3.3	-2	17	91	0	1	-4	4	-9	O=C(NCc1ccco1)C1CCCN(S(=O)(=O)c2ccc(Br)cc2)C1 (stereo unspecified)
-2.3	0	24	104	-4	0	2	1	0	CC(C)(C)SCCNC(=O)CN(c1ccc(F)cc1)S(=O)(=O)c1ccccc1
-0.2	-3	-78	102	-4	-22	1	7	6	CNS(=O)(=O)c1cccc(C(=O)OCC(=O)N2c3ccccc3CC2C)c1 (stereo unspecified)
-0.3	0	-31	112	-4	-11	-9	3	-7	CC(C)COC(=O)NCCOC(=O)Nc1cccc(Cl)c1
1.1	-2	26	101	4	2	1	-1	-1	COc1ccccc1CNC(=O)CNC(=O)N1CC(=O)Nc2ccccc21
2.7	1	33	106	-2	-6	-8	2	1	COC(=O)c1ccc(NS(=O)(=O)c2ccc(Cl)cc2)o1
-3.2	-12	36	102	-4	-7	0	5	14	Cc1ccc2c(c1)C1(C)C(C(C)(C)N2C=O)C1(Cl)Cl (stereo unspecified)
-0.1	0	-9	99	-2	6	-3	6	4	CCCCNC(=O)c1ccc2nc(-c3ccco3)c(-c3ccco3)nc2c1
1.1	-7	1	96	-2	-9	6	0	11	Cc1cccc(Nc2nnc(-c3ccc(C(=O)N4C[C@H]5C[C@H](C4)c4cccc(=O)n4C5)cc3)c3ccccc23)c1
1.1	-6	-14	106	-4	-9	-1	11	-1	CC(=C/c1ccccc1)/C=N/N1CCN(Cc2ccc(C)cc2)CC1
-0.8	-4	18	91	-8	22	4	10	22	Cc1ccc(C2NC(=S)NC3=C2N2CCC3CC2)cc1 (stereo unspecified)
-0.2	2	-1	103	-12	-21	·	-3	7	CCOC(=O)/C(C#N)=C/Nc1cc(C(=O)OCC)cc2c(OC)c(OC)ccc12
1.4	-1	47	100	-10	-6	3	4	-4	N#CCC(=O)N/N=C/c1c(-c2ccccc2)n(-c2ccccc2)c2ccccc12

6 records picked at random from the list so far:
CRFR2-BP ag	p-CIP stab down	PHOSPHO1 inh	MEKK3 PB1 HTS	GalR3 antag	CRFR2-BP antag	IDE inh	IDE act	CHRM4 PAM	SMILES
-0.2	-3	-78	102	-4	-22	1	7	6	CNS(=O)(=O)c1cccc(C(=O)OCC(=O)N2c3ccccc3CC2C)c1 (stereo unspecified)
-1.0	·	·	·	-7	3	-3	22*	2	C=CCN1C(=O)c2ccc(C(=O)OCC(=O)N(CC)C3CCS(=O)(=O)C3)cc2C1=O (stereo unspecified)
-0.7	-15	13	·	-2	-4	4	9	2	O=C(Nc1nc2nc(-c3ccccc3)cc(=O)n2[nH]1)c1ccccc1
-3.1	-4	10	100	3	-1	2	7	-1	Cc1noc(C)c1S(=O)(=O)N1CCN(Cc2ccc3c(c2)OCO3)CC1
1.1	-2	26	101	4	2	1	-1	-1	COc1ccccc1CNC(=O)CNC(=O)N1CC(=O)Nc2ccccc21
-0.2	2	-1	103	-12	-21	·	-3	7	CCOC(=O)/C(C#N)=C/Nc1cc(C(=O)OCC)cc2c(OC)c(OC)ccc12

Some of the entries so far, with bars between the fields.
smiles | CRFR2-BP ag | p-CIP stab down | PHOSPHO1 inh | MEKK3 PB1 HTS | GalR3 antag | CRFR2-BP antag | IDE inh | IDE act | CHRM4 PAM
Cc1cccc(Nc2nnc(-c3ccc(C(=O)N4C[C@H]5C[C@H](C4)c4cccc(=O)n4C5)cc3)c3ccccc23)c1 | 1.1 | -7 | 1 | 96 | -2 | -9 | 6 | 0 | 11
CC(=C/c1ccccc1)/C=N/N1CCN(Cc2ccc(C)cc2)CC1 | 1.1 | -6 | -14 | 106 | -4 | -9 | -1 | 11 | -1
Cc1ccc(C2NC(=S)NC3=C2N2CCC3CC2)cc1 (stereo unspecified) | -0.8 | -4 | 18 | 91 | -8 | 22 | 4 | 10 | 22

From PubChem BioAssay

Not a hit list; 4.2% or so of the library scored in one or more.
